PI5P4K alpha inh = inhibitors of human PI5P4K alpha | PI5P4Kalpha enzyme, ADP-Glo luminescence, 60 min; stronger effect = lower value | P48426 | max response, % | 330,000 compounds, 1.2% hits; active = max response of -50% or lower; inconclusive = between -30% and -50%; inactive = -30% or higher; also: value at the top dose of about 77 µM; % is scaled to controls: 0 for no effect and ±100 for the full control effect
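Quantitative HTS of the MLSMR library against PI5P4Kalpha with substrate. ATP added last at 5 microM final; room temperature, 60 minutes. Remaining ATP depleted, ADP converted and read as luminescence.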
Mm-Cpn inhibitor = inhibitors of Methanococcus maripaludis chaperonin (MmCpn) | purified Mm-Cpn ATPase, ADP Transcreener TR-FRET | Potency, µM (highest dose often 76.9 µM), for the others: at the top dose activity, negative = inhibition, hits mostly inhibitors | 330,000 compounds, 0.031% hits | AID 504842; also: potency is read from the fitted curve at half-maximal effect; % is scaled to controls: 0 for no effect and ±100 for the full control effect; nearly all actives have a fitted effect of over 80% in size
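25 nM Mm-CPN + cpd, 10 min 37°C; + 10 uM ATP, 30 min 37°C; buffer 30 mM Tris pH 7.4, 100 mM KCl, 5 mM MgCl2, 1 mM DTT; Transcreener ADP HTRF detection 30 min RT.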
EPAC1 antag = antagonists of human EPAC1 | O95398 | EPAC1 GEF assay, Rap1b-BODIPY-GDP exchange fluorescence | Potency, µM (series often up to 115 µM), inactives show at the top dose activity change, negative = inhibition, hits mostly inhibitors | 360,000 compounds, 0.14% hits | AID 720709;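 also: potency is read from the fitted curve at half-maximal effect; plate controls were vehicle for no effect and positive control for full effect; nearly all actives have a fitted effect of over 50% in size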
WRN helicase inh = inhibitors of human WRN helicase. Potency, µM (series often up to 114 µM), inactives show top-dose activity change, negative = inhibition, actives largely listed as inhibitors. 360,000 compounds, 0.46% hits. AID 651768. WRN helicase unwinding, fluorescent forked duplex, kinetic. Q14191; also: potency is read from the fitted curve at half-maximal effect; % is scaled to controls: 0 for no effect and ±100 for the full control effect; nearly all actives have a fitted effect of over 55% in size
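WRN at 20 nM final preincubated with compound 15 min at room temperature; reaction started with 100 nM fluorophore/quencher forked duplex oligonucleotide and 2 mM ATP final. Unwinding followed kinetically by red fluorescence (ex 525, em 598 nm).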
CCT modulator = changes cytosolic chaperonin activity | purified chaperonin ATPase assay, HTRF ADP detection, 30 min | activity change, % (no concentration beside the values), hits read low | 360,000 compounds, 0.3% hits | AID 651819; in the data active = activity change below about -30%; also: % is scaled to controls: 0 for no effect and ±100 for the full control effect
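Nucleotide hydrolysis assay: TRiC at 20–40 nM final (set by batch activity) with 10 uM ATP, 30 min at 37 °C, in presence of 76 uM compound. Detection by competitive ADP HTRF, 30 min ambient.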
EPAC1 agonist = activates human EPAC1 exchange factor | O95398 | EPAC1 agonist qHTS, biochemical assay; response scale: 100% = response to 6.5 mM cAMP | Potency, µM (doses to about 154 µM), for inactives: top-dose activation, usual class: activators | 360,000 compounds, 0.073% hits | AID 720707; also: potency is read from the fitted curve at half-maximal effect; nearly all actives have a fitted effect of over 60% in size
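EPAC1 100 nM, Rap1B–BODIPY-GDP 250 nM, unlabeled GDP 50 uM; compound titration; 5 min RT; kinetic read ex480/em540 at 5-min intervals ×30 min; data normalized to 6.5 mM cAMP agonist control.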
EPAC2 antagonist = EPAC2 (human) antagonism; 360,000 compounds, 0.18% hits; AID 720708; Potency, µM (titrated, usually from 114 µM), for inactives: top-dose activity, negative = inhibition, hits mostly inhibitors; EPAC2 GEF exchange of Rap1B-BODIPY-GDP, fluorescence; also: potency is read from the fitted curve at half-maximal effect; % is scaled to controls: 0 for no effect and ±100 for the full control effect; nearly all actives have a fitted effect of over 45% in size; many of its hits are not listed in these tables
Target sequence (Q8WZA2 whole entry, looked up): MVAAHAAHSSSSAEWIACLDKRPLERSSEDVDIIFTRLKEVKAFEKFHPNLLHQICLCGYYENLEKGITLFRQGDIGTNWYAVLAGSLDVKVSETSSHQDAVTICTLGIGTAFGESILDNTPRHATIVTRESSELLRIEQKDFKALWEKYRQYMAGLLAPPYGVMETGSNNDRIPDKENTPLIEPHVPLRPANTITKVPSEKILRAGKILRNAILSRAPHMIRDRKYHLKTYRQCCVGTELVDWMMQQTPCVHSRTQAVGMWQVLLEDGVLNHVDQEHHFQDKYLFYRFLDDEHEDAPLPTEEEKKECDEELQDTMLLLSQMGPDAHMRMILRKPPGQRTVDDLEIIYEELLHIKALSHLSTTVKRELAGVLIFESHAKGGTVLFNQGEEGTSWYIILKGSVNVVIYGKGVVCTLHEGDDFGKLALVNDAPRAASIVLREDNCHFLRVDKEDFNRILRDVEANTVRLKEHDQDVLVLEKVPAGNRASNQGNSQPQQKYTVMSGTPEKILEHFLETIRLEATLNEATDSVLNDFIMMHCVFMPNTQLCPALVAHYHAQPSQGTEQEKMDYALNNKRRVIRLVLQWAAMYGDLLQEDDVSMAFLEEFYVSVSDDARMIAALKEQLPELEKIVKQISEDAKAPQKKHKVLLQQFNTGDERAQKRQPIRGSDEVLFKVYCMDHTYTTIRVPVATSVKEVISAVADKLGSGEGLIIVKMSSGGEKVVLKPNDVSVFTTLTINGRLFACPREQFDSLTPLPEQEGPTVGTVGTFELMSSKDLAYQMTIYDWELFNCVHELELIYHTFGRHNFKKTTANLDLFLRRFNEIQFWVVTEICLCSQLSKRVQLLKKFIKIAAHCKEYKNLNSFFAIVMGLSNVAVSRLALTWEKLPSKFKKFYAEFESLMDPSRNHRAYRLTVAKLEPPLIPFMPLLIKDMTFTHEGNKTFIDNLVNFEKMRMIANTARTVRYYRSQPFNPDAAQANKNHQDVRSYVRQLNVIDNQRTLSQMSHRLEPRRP
PLK1 PBD inh = inhibitors of human PLK1 polo-box domain binding. Potency, µM, without a hit: max response, negative = inhibition, most hits filed as inhibitors. P53350. 360,000 compounds, 2.8% hits. Plk1 PBD binding of FITC phosphopeptide, fluorescence polarization; also: potency is read from the fitted curve at half-maximal effect; series mostly up to about 57 µM; % is scaled to controls: 0 for no effect and ±100 for the full control effect; nearly all actives have a fitted effect of over 65% in size
* = called active by the depositor; ? = inconclusive; / = not tested or not shown; [ ] = dose if it differs, or a comment. Unless noted, calls follow the shape of the dose curve; as a rule, active = well fitted curve in the direction sought with a large enough effect; inconclusive = small, poorly fitted or top-dose-only effect, or another doubt; inactive = no such curve, though single readings can be large; an effect the other way counts as inactive or inconclusive.

SMILES	PI5P4K alpha inh	Mm-Cpn inhibitor	EPAC1 antag	WRN helicase inh	CCT modulator	EPAC1 agonist	EPAC2 antagonist	PLK1 PBD inh
O=C1C2C(C(=O)N1Cc1cccnc1)C1C=CC2C12CC2 (centres undefined)	3.4	2.9%	6.9%	0.3%	2.6	-1.1%	24.4%	-4.5%
O=C1CC(c2cc(-c3ccccc3)no2)C1	2.2	0.2%	0.3%	-1.6%	-2.6	3.5%	3.7%	-20.3%
CCc1ccc(OCC(=O)Nc2ccc(-c3nc4ccccc4o3)c(O)c2)cc1	-9.6	-11.0%	4.9%	-18.2%	-3.6	6.3%	-1.6%	-12.4%
Cc1ccc(NC(N)=S)cc1C	2.2	-0.9%	-11.7%	-24.9%	-7.6	5.8%	-0.5%	-24.9%
CNc1nnc(-c2ccc(N(C)C)cc2)s1	/	-12.6%	0.4%	-7.0%	1.0	0.5%	3.8%	-2.0%
Cc1cc(C)c(S(=O)(=O)N(C)CC(=O)N2CCCC2)c(C)c1	3.9	/	3.5%	-4.9%	-0.9	6.4%	7.9%	7.9%
CC(C)C(C)NC(=O)COC(=O)/C=C/c1ccc(S(=O)(=O)N2CCc3ccccc32)cc1 (centres undefined)	2.8	-5.1%	-20.6%	-6.3%	1.7	12.5%	-2.5%	-2.0%
CC(C)CC1NC(=O)c2cccnc2-n2c1nc1cc(F)c(F)cc1c2=O (centres undefined)	0.4	/	4.3%	-2.4%	2.1	-2.1%	4.7%	-4.0%
CCCn1nc(NC(C)=O)c2cc3cccc(C)c3nc21	11.2	-2.0%	-4.0%	-7.6%	-0.1	3.4%	-5.5%	-6.1%
Cn1c(C(C#N)C(=O)c2sc3ccccc3c2Cl)nc2ccccc21 (centres undefined)	/	0.6%	-4.8%	-22.3%	0.6	0.5%	9.4%	-2.2%
CC(C)n1c(SCC(=O)N2CCCC2)nc2c1c(=O)n(C)c(=O)n2C	/	0.1%	-17.2%	-2.1%	-1.1	5.2%	-7.9%	-5.4%
CCn1cc(C(=O)N2CCN(c3ccc(OC)cc3)CC2)c(=O)c2cc(S(=O)(=O)N3CCOCC3)ccc21	1.4	3.7%	-5.7%	-4.7%	2.2	15.9%	-7.4%	-6.0%
Cc1ccc(C(=O)/C=C/c2ccccc2)o1	-1.0	-12.5%	11.4%	-8.9%	1.7	0.0%	13.9%	-13.2%
COc1cc(C(=O)Nc2ccc(C)cn2)c([N+](=O)[O-])cc1OC	-0.2	-1.4%	-6.0%	-7.5%	-5.6	-0.2%	-1.2%	-5.3%
CCOC(=O)c1ccc(S(=O)(=O)Nc2cc(S(=O)(=O)Nc3ccc(OC)cc3)ccc2O)cc1	3.9	-0.4%	-14.8%	?	-0.7	-2.2%	9.8%	-4.9%
O=C(NCCC1=CCCCC1)c1ccc(Cl)c(S(=O)(=O)N2CCOCC2)c1	8.9	0.1%	-6.9%	-15.7%	-1.4	-0.5%	-6.5%	-2.9%
CC1(C)CC2CC(C)(CN2C(=O)COC(=O)Cn2[nH]c(=O)c3ccccc3c2=O)C1 (centres undefined)	-3.5	1.9%	0.2%	-7.8%	1.8	-3.7%	12.5%	-10.0%
CC(C)(C)c1cnnn1-c1ccc([N+](=O)[O-])cc1	0.3	-0.1%	-19.7%	7.6%	-0.1	-7.3%	8.9%	-4.8%
CCc1cccc(NC(=O)C2CCCN(S(=O)(=O)c3c(C)[nH]c(=O)[nH]c3=O)C2)c1 (centres undefined)	-6.9	/	-4.7%	-21.8%	-41.2*	0.7%	-5.3%	-7.1%
O=C(CCCCCCN1C(=O)c2ccccc2C1=O)N1CCC(c2ccccc2)C1 (centres undefined)	-5.6	-5.7%	-19.5%	-15.4%	-1.0	12.7%	-2.2%	-2.8%
O=C(c1ccc2c(c1)OCCCO2)c1cccs1	/	1.9%	3.5%	5.6%	-0.5	-0.7%	7.1%	-4.9%
CC(=O)Nc1cccc(-c2cnc3ccccc3n2)c1	0.3	1.6%	2.0%	1.2%	2.6	-2.1%	-1.9%	-0.2%
CCOC(=O)C(CC)n1cnc2sc3c(c2c1=O)CCC3 (centres undefined)	-18.9	-23.8%	13.3%	1.6%	0.8	-7.0%	8.3%[57.1 µM]	-4.3%
CCN1C[C@@H]2[C@@H]3C(=O)N(C)C(=O)[C@@H]3[C@](CC)(C1=O)N2C(=O)c1ccc(Cl)cc1	-3.6	/	4.0%	10.0%	0.4	5.0%	3.7%	-9.2%
CCOc1ccc2[nH]c3c(NCCN(CC)CC)ncnc3c2c1	2.9	-1.1%	3.9%	-10.1%	1.7	-5.3%	3.2%	3.2%

Copied from the entries so far, 9 compounds:
SMILES	PI5P4K alpha inh	Mm-Cpn inhibitor	EPAC1 antag	WRN helicase inh	CCT modulator	EPAC1 agonist	EPAC2 antagonist	PLK1 PBD inh
O=C1C2C(C(=O)N1Cc1cccnc1)C1C=CC2C12CC2 (centres undefined)	3.4	2.9%	6.9%	0.3%	2.6	-1.1%	24.4%	-4.5%
O=C1CC(c2cc(-c3ccccc3)no2)C1	2.2	0.2%	0.3%	-1.6%	-2.6	3.5%	3.7%	-20.3%
CCc1ccc(OCC(=O)Nc2ccc(-c3nc4ccccc4o3)c(O)c2)cc1	-9.6	-11.0%	4.9%	-18.2%	-3.6	6.3%	-1.6%	-12.4%
Cc1ccc(NC(N)=S)cc1C	2.2	-0.9%	-11.7%	-24.9%	-7.6	5.8%	-0.5%	-24.9%
CNc1nnc(-c2ccc(N(C)C)cc2)s1	/	-12.6%	0.4%	-7.0%	1.0	0.5%	3.8%	-2.0%
Cc1cc(C)c(S(=O)(=O)N(C)CC(=O)N2CCCC2)c(C)c1	3.9	/	3.5%	-4.9%	-0.9	6.4%	7.9%	7.9%
CC(C)C(C)NC(=O)COC(=O)/C=C/c1ccc(S(=O)(=O)N2CCc3ccccc32)cc1 (centres undefined)	2.8	-5.1%	-20.6%	-6.3%	1.7	12.5%	-2.5%	-2.0%
CC(C)CC1NC(=O)c2cccnc2-n2c1nc1cc(F)c(F)cc1c2=O (centres undefined)	0.4	/	4.3%	-2.4%	2.1	-2.1%	4.7%	-4.0%
CCCn1nc(NC(C)=O)c2cc3cccc(C)c3nc21	11.2	-2.0%	-4.0%	-7.6%	-0.1	3.4%	-5.5%	-6.1%

Next part.
SMILES	PI5P4K alpha inh	Mm-Cpn inhibitor	EPAC1 antag	WRN helicase inh	CCT modulator	EPAC1 agonist	EPAC2 antagonist	PLK1 PBD inh
CC(=O)c1cc2c(cc1NC(=O)Nc1cccc(Cl)c1)OCCO2	-17.5	-6.5%	-8.0%	-19.3%	2.0	17.1%	6.3%	-11.9%
Cc1cc(C)c(S(=O)(=O)c2cccc(Cl)c2)c(Cl)n1	2.6	3.3%	-17.1%	4.6%	-1.8	3.9%	-17.1%	-11.3%
O=C(Nc1ccc(Cc2ccncc2)cc1)C1CCC(N2C(=O)C3CCCCC3C2=O)CC1 (centres undefined)	0.1	0.8%	-1.4%	-0.5%	-4.2	4.5%	-13.2%	1.8%
COc1cc(OC)cc(C(=O)NNC(=O)c2ccc(-n3cncn3)c([N+](=O)[O-])c2)c1	1.9	-2.2%	-9.8%	-2.4%	-2.6	5.7%	17.8%	5.7%
CC1CCCC(NC(=O)CCS(=O)(=O)c2cc3c(cc2Cl)NC(=O)CO3)C1C (centres undefined)	-8.2	0.2%	5.3%	-6.4%	-1.4	-0.5%	0.3%	26.7µM*
Cc1onc(-c2ccccc2)c1C(=O)OCC(=O)c1ccc(F)cc1	4.3	/	0.0%	-1.8%	2.1	12.2%	-11.4%	3.1%
CC(=O)Nc1ccc2c(c1)Cc1c-2cc(Br)c(N)c1Br	-8.4	/	-7.6%	-8.4%	-2.4	6.7%	7.9%	-1.8%
S=c1[nH]nc(-c2cccnc2)n1Cc1ccccc1	2.4	2.5%	8.2%	4.5%	-1.6	10.7%	1.2%	-11.2%
CC(=O)Nc1cc(-c2nn(C)c(=O)c3ccccc23)ccc1N1CCCCC1	0.6	0.9%	-5.4%	-1.9%	-3.8	3.5%	-14.5%	-10.7%
Oc1c(Br)cc(/C=N/Nc2nncc3ccccc23)cc1Br	-61.5*	1.7%	1.9%	-29.0%	-0.4	4.7%	-1.5%	-10.6%
CN(C(=O)c1cccc(NC(=O)Cc2cccc([N+](=O)[O-])c2)c1)C1CCCCC1	-0.8	0.4%	-28.5%	-2.4%	-0.7	4.4%	-19.5%	-11.2%
O=C(c1ccc2c(c1)OCCO2)N(c1ccccn1)C1CCCCC1	-10.9	-1.1%	-7.8%	1.0%	-6.3	12.8%	9.0%	-9.0%
CCOC(=O)C1CCCN(C(=O)CN2C(=O)C(CC)Oc3ccc(C)cc32)C1 (centres undefined)	/	-2.2%	9.9%	0.2%[57.1 µM]	0.8	-3.9%	8.5%	2.3%
Cc1cc2c(cc1C)-c1nnnn1C(N1CCCC1)C(=O)N2 (centres undefined)	3.3	/	5.0%	4.7%	/	1.2%	5.0%	-0.4%
COc1cccc(NC(=O)C2(C)CCN2Cc2ccc(OC)c3ccccc23)c1 (centres undefined)	28.8	/	-6.9%	0.5%[57.1 µM]	-0.1	15.9%	-9.2%	-7.2%
OC(CCN1CCOCC1)c1ccccc1 (centres undefined)	-2.4	-0.5%	-17.4%	10.3%	-11.2	15.6%	0.4%	-7.4%
N/C(=N\OC(=O)N1c2ccccc2Sc2ccccc21)c1ccc(Br)cc1	2.1	-6.2%	?	-34.2%[57.1 µM]	-3.0	6.2%	-10.3%	-9.2%
Cc1ccc(S(=O)(=O)N(Cc2cccc(C(F)(F)F)c2)C(=O)N2CCN(C)CC2)cc1	0.7	2.1%	1.6%	-32.8%	-3.0	5.0%	-0.7%	-9.6%
O=C1N(c2ccccc2)C(c2ccccc2)N2CCCN12 (centres undefined)	5.9	-1.2%	12.7%	0.7%	0.1	-10.0%	-11.1%	0.3%
Cc1cccc(N2C(=O)CCC2=O)c1	2.0	-1.1%	-14.5%	-1.5%	-7.1	5.1%	-4.1%	-8.3%
CCOC(=O)C1=C(CS(=O)(=O)c2ccccc2)NC(=O)NC1c1ccccc1OC (centres undefined)	2.1	-1.5%	-14.4%	3.6%	1.8	6.1%	1.0%	-11.9%
CC(C)N1CCN(Cc2coc3ccccc3c2=O)CC1CCO (centres undefined)	-0.9	-2.1%	3.9%	-22.1%[57.1 µM]	-3.7	11.1%	28.3%	-2.2%

Not all compounds are listed; count on the stated rates, not on these rows.
